# Bioassay records from PubChem BioAssay.
# GSK3 alpha inh – inhibitors of human GSK-3 alpha kinase. inhibition, % at 10 µM. 320,000 tested, 0.1% active. ADP-Glo luminescence, 60 min. AID 2650;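 in the data active means inhibition above about 50%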;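 further: GST-tagged GSK-3 alpha with peptide substrate and 25 µM ATP; 0% = DMSO neutral wells and 100% = GW8510 positive control wells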
# KCNK9 block – human KCNK9 channel inhibition; Q9NPC2; HEK293 KCNK9, FluxOR thallium flux fluorescence; active compounds read low; B-score at 10 µM; 310,000 tested, 1.2% active; AID 488922;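 active means ratio B-score over 3 SD below the library mean, with starting fluorescence within 5 SD of its mean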;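 further: negative B-score means less thallium flux so channel inhibition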
# Target sequence (Q9NPC2 whole entry, looked up): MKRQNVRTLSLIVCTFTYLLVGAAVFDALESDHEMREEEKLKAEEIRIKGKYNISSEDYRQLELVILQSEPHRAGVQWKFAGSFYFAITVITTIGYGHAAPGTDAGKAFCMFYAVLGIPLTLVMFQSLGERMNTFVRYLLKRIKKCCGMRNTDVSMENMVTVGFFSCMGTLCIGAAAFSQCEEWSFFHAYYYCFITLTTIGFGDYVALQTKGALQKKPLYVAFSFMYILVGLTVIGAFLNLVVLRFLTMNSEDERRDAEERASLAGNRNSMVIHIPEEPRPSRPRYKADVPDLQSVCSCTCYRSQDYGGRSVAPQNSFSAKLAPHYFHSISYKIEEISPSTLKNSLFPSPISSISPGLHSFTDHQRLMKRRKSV
# PolyA inhibitor – inhibitors of polyadenylation in S. cerevisiae; 300,000 tested, 0.02% active; AID 1875; S. cerevisiae SKY197-pL101 polyadenylation reporter, beta-gal luminescence; efflux-impaired pdr1/pdr3 knockout yeast; score 100 = 6 SD above DMSO; calls only at 12 µM;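 active means lowest replicate activity score at least 50, where 100 means six control SD above control mean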;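 further: yeast exposed to compound for 9 h at 30 °C; higher score means more reporter readthrough which indicates perturbed polyadenylation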
# HDAC3 inhib – human HDAC3 inhibition. inhibition, % at 8.3 µM. 320,000 tested, 0.15% active. AID 2718. recombinant HDAC3, fluorogenic peptide/trypsin coupled, fluorescence. O15379; in the data active means inhibition above about 26%, passing the limit was not always enough
# KCNK3 inh – human KCNK3 channel inhibition, primary screen. AID 602410. B-score at 10 µM. CHO-KCNK3 thallium flux, FluxOR fluorescence; active compounds read low. 340,000 tested, 0.84% active;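 active means B-score under library mean minus 4 SD, starting fluorescence ratio at most library mean plus 5 SD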;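 further: more negative B-score means stronger inhibition of thallium flux through KCNK3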
# Target sequence (O14649 whole entry, looked up): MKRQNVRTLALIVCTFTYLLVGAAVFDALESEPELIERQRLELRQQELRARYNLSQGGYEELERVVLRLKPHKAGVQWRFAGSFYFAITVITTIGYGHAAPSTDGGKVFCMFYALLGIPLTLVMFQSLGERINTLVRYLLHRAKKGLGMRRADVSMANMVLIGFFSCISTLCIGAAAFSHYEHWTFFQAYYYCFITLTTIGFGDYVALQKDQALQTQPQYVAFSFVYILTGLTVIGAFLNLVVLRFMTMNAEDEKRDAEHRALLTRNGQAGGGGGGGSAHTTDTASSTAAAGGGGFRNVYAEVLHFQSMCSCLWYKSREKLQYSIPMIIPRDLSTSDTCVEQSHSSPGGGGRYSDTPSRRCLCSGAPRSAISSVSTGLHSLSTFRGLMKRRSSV
# Dyrk1A ADPGlo – blocks rat Dyrk1A kinase activity; 310,000 tested, 0.43% active; AID 504441; Q63470; inhibition, % at 12.5 µM; ADP-Glo luminescence, NFATc1 peptide; in the data active means inhibition above about 50%;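 further: plate controls were vehicle with enzyme for no effect and no enzyme for full effect; many of its hits are not listed in these tables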
# GSK3beta inhib – human GSK3beta kinase inhibition; 300,000 tested, 0.038% active; P49841; activity score (negative = inhibition), % at 10 µM; GST-GSK3beta kinase, ADP-Glo luminescence, 60 min; active compounds read low; AID 2097;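 active means more than half of replicate wells score below -50%, meaning over 50% inhibition versus plate controls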;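 further: 0% = median DMSO wells and -100% = median GW8510 positive control wells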
#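 Test system – GST-tagged human GSK3beta kinase, cell-free · Incubation – 60 min enzyme reaction, room temperature · Signal – ADP-Glo luminescence · Also added – peptide substrate and ATP at 25 µM · Controls – DMSO neutral wells and GW8510 at 20 µM as positive · Buffer or medium – Tris/MgCl2 kinase buffer · Measure – Luminescence-derived activity versus plate DMSO and GW8510 wells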
# hERG rescue – shields human hERG channel from block by proarrhythmic agents | Q12809 | CHO-hERG, FluxOR thallium flux, dofetilide IC70 present | activation (rescue from dofetilide block), less the hit threshold, % at 10 µM | 310,000 tested, 0.51% active | AID 1511;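 active means activation above the mean of controls blocked by dofetilide plus 5 SD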;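 further: thallium influx through hERG after potassium depolarization seen as dye fluorescence rise; in these data hits start at about 4.7%; inactives centre near -7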
# KCNQ1 act – human KCNQ1 channel potentiation or activation; P51787; CHO-K1 KCNQ1, thallium flux FluxOR fluorescence; active compounds read high; B-score at 10 µM; 310,000 tested, 0.35% active; AID 2648;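 active means fluorescence ratio B-score, a plate-corrected score, at least three library SD, with initial intensity B-score within 5 SD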
#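 Material: CHO-K1 cells stably expressing KCNQ1. Medium: assay buffer for compound exposure, DMSO matched across wells. Reagent: K+/Tl+ depolarizing stimulus. Compound dosing: single-concentration screen. Times: 37 °C overnight plating, 90-min dark dye load, 20-min compound pretreatment. Technique: FluxOR Tl+ flux fluorescence.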
# KCNQ1 block – blocks the human KCNQ1 potassium channel; AID 2642; P51787; B-score at 10 µM; CHO-K1 KCNQ1, FluxOR thallium flux fluorescence; active compounds read high; 310,000 tested, 1.3% active;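 active means compounds whose thallium flux B-score, printed positive for inhibition, exceeds three library SD while starting fluorescence stays within three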;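 further: channel opened by potassium depolarization with thallium stimulus after 20 min compound exposure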
# RGS4 act – RGS4 potentiation or activation | B-score at 10 µM | HEK293 M3R/inducible RGS4, carbachol calcium flux Fluo4; active compounds read low | 310,000 tested, 0.92% active | AID 463111;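 active means B-score of the integrated calcium signal more than 4 SD below the library mean, with starting fluorescence not abnormally high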;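 further: negative B-score means reduced calcium response which marks RGS4 activation or potentiation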
#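 Assay system: HEK293 FlpIn-TREx cells, stable M3R, doxycycline-inducible RGS4 / Probe or stimulus: carbachol, ECmax concentration / Times: overnight RGS4 induction, 30 min dye load 37 °C, 20 min compound RT / Signal: kinetic calcium fluorescence imaging with Fluo4-AM dye, 2 µM / Measure: Agonist-evoked peak-minus-minimum fluorescence over baseline, integrated ratio, B score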
# Starred values were filed as active, the others as inactive; i = inactive; nt = not tested or not shown.
SMILES,GSK3 alpha inh,KCNK9 block,PolyA inhibitor,HDAC3 inhib,KCNK3 inh,Dyrk1A ADPGlo,GSK3beta inhib,hERG rescue,KCNQ1 act,KCNQ1 block,RGS4 act
Cc1ccc2cccc(NC(=S)NC(=O)c3ccnn3C)c2n1,-3,i,i,5,i,7,0,-7,i,i,i
CC(C)(C)n1nc2c(c1NC(=O)CCCc1ccccc1)CS(=O)C2 (centres undefined),2,i,i,-2,i,1,-1,-6,i,i,i
CCN1CCN(C(=O)c2cc(COc3ccc(F)cc3F)on2)[C@@H](C)C1=O,-3,i,i,-3,i,-2,-3,0,i,i,i
CC12C(=O)N(c3ccccn3)C(=O)C1C1C=CC2C1 (centres undefined),nt,i,i,2,i,8,-1,-5,i,i,i
C#CC[N+]1(CC#Cc2ccc(C)cc2)CCCCC1,-2,i,i,2,i,-1,-1,-2,i,i,i
CCc1c(O)cc2n(c1=O)-c1ccccc1C2(C)C,-4,i,i,1,i,5,6,-1,i,i,i
COc1ccc(CCNC(=O)c2cc(S(=O)(=O)N3CCCCC3)c[nH]2)cc1OC,0,i,nt,nt,i,6,-2,-10,i,i,i
CCN(CC)C(=O)C1=C(C)NC(=O)NC1c1c(F)cccc1Cl (centres undefined),-1,i,i,-3,i,6,1,-10,i,i,i
O=C(CNC(=O)c1cccc(Br)c1)N/N=C/c1cccnc1,-1,i,i,8,i,-1,3,-5,i,i,i
CCS(=O)(=O)N1CCC(C(=O)NCc2ccco2)CC1,0,i,i,-1,i,2,0,-5,i,i,i
CCOC(=O)N1CCN(S(=O)(=O)c2ccc3[nH]c(=O)sc3c2)CC1,-5,i,i,8,i,-4,-2,-5,i,i,i
Cn1c(=O)n(C)c2cc(S(=O)(=O)Nc3ccccc3C(=O)O)ccc21,0,i,i,-15,i,-3,-4,-3,i,i,i
COc1ccc(/C=C/C(=O)c2ccoc2)cc1,-1,i,i,7,i,9,2,-1,i,i,i
CCN(Cc1ccc(C#CCCO)cc1)CC1CCCN(CCc2cccc(OC)c2)C1 (centres undefined),-2,i,i,-5,i,2,-1,-7,i,i,-7*
COC(=O)c1ccc(CSc2nc3c(cnn3-c3ccc(C)cc3)c(=O)[nH]2)o1,5,i,i,4,i,-6,1,2,i,i,i
COc1cc(OC)cc(N(C(=O)c2ccco2)C(C(=O)NC2CCCC2)c2ccc(N3CCOCC3)cc2)c1 (centres undefined),0,i,i,-3,i,-10,-3,-6,i,i,i
O=C(OCn1ncc(Cl)c(Cl)c1=O)c1ccc(F)cc1,-1,i,i,1,nt,nt,1,-25,i,i,i
CC1CCN(C2CCN(S(=O)(=O)c3ccc(F)cc3)CC2)CC1,1,i,i,-6,i,-6,-3,-5,i,i,i
Cn1nccc1C(=O)Oc1ccc(/C=N/NC(=O)c2ccccc2O)cc1,nt,i,i,12,i,1,-25,-5,i,i,i
O=C(O)CC(C(=O)O)N1C(=O)/C(=C/C=C/c2ccco2)SC1=S (centres undefined),1,i,i,5,i,-7,-4,-12,i,i,i
COc1cc2c(cc1O)CC[n+]1cc3c(OC)c(OC)ccc3cc1-2,0,i,i,6,i,7,0,-5,i,i,i
O=C(CNS(=O)(=O)c1ccc([N+](=O)[O-])cc1)N/N=C/c1ccc(O)cc1O,13,i,i,8,i,10,-7,-9,i,i,i
CCCNC(=O)c1ccc(N2CCC3(CC2)CC(c2ccccc2)=NO3)c(NC(=O)c2ccc(Br)cc2)c1,0,i,i,-2,i,10,0,-5,i,i,i
CCc1ccc(NC(=O)c2cnn3ccccc23)cc1,7,i,i,2,i,18,-9,-14,i,i,i
COc1ccc(C(=O)CN2C(=O)NC3(CCCCCC3)C2=O)cc1,-3,i,i,-4,i,-5,1,-9,i,i,i
Cc1ccc(-c2nc(C)sc2CC(=O)OCC(=O)Nc2c(F)cccc2F)cc1,-2,i,i,-9,i,5,-1,-11,i,i,i
COc1ccc2c(c1)cc1n2CCN=C1NCCO,-2,i,nt,-1,i,9,3,-6,i,i,i
CC(C)c1nc(SCC(=O)N2CCCC2)c2c(=O)n(C)c(=O)n(C)c2n1,0,i,i,-1,i,3,1,-10,i,i,i
COc1ccc(/C=N/N2CCOCC2)cc1Cn1nc(C)c([N+](=O)[O-])c1C,0,i,i,3,i,6,-3,-6,i,i,i
C1CCCCCC2(CCCCC1)OCC(CN1CCOCC1)O2 (centres undefined),nt,i,i,nt,i,nt,-20,-16,i,i,i
CCCCCc1nc2c(C#N)c(-c3ccc(Cl)cc3)ccn2n1,-4,i,i,-2,i,9,2,1,i,i,i
c1ccc(C(NCCNC(c2ccccc2)c2ccccc2)c2ccccc2)cc1,-2,i,i,15,i,-1,0,-12,i,i,i
O=C(COC(=O)COc1cccc(C(F)(F)F)c1)NC1CCS(=O)(=O)C1 (centres undefined),0,i,i,1,i,-4,5,-8,i,i,i
COc1ccc(CNC(=O)/C=C/C(=O)O)cc1OC,-3,i,i,-7,i,-6,2,-8,i,i,i
Cc1ccc(SCCC(=O)Nc2ccccc2C(=O)NC(C)C)cc1,-4,i,i,-9,i,3,3,-15,i,i,i
CC(C)C1COC(c2cccn2Cc2ccccc2Cl)=N1 (centres undefined),0,i,i,-3,i,2,3,-4,i,i,i
O=C(CSc1nnnn1-c1ccc(O)cc1)Nc1cccc(S(=O)(=O)N2CCCC2)c1,5,i,i,0,i,25,1,-18,i,i,i
CCOc1ccc(/C=N/NC(=S)Nc2c(C)cccc2C)cc1,-1,i,i,-2,i,-2,1,-3,i,i,i
COc1ccc(OC)c(NC(=O)C2CCCN(S(=O)(=O)c3c(C)noc3C)C2)c1 (centres undefined),-1,i,i,-2,i,-2,0,2,i,i,i
Cc1cc(NC(=O)c2ccccc2)ccc1NC(=O)c1ccccc1Cl,0,i,i,10,i,-2,0,3,i,i,i
COc1ccc(C(=O)C2CCCN(Cc3cccn3-c3ccccn3)C2)c(OC)c1 (centres undefined),0,i,i,9,i,-2,-4,-10,i,6*,i
COc1ccc(C(C(=O)NC2CCCC2)N(CCCO)C(=O)c2snc(C(N)=O)c2N)cc1 (centres undefined),-2,i,i,8,i,2,0,-7,i,i,i
O=S(c1ccsc1)c1ccsc1,-10,i,i,1,i,12,0,-1,i,i,i
CCN(CC)C(=O)COC(=O)C1=NN(c2cc(C)ccc2C)C(=O)CC1,1,i,i,0,i,2,nt,-8,i,i,i
Nc1c(C(=O)Nc2ccccc2)nnn1-c1ccc2c(c1)OCCO2,-1,i,i,-1,i,4,-1,-5,i,i,i
O=C(CSc1ccc(Cl)cc1)NNC(=O)c1cccnc1,0,i,i,9,i,nt,2,-1,i,i,i
O=C(O)c1cc(-c2ccco2)nn1-c1cccc(Cl)c1,-1,i,i,2,i,nt,2,2,i,i,i
C=CCn1c(CCCNC(=O)c2ccccc2OC)nc2ccccc21,1,i,i,2,i,nt,2,-17,i,i,i

# Exported with two lines to a compound: 15 of the compounds above.
# Under each structure: GSK3 alpha inh, KCNK9 block, PolyA inhibitor, HDAC3 inhib, KCNK3 inh, Dyrk1A ADPGlo, GSK3beta inhib, hERG rescue, KCNQ1 act, KCNQ1 block, RGS4 act
- c1ccc(C(NCCNC(c2ccccc2)c2ccccc2)c2ccccc2)cc1
    -2, i, i, 15, i, -1, 0, -12, i, i, i
- O=C(COC(=O)COc1cccc(C(F)(F)F)c1)NC1CCS(=O)(=O)C1 (centres undefined)
    0, i, i, 1, i, -4, 5, -8, i, i, i
- COc1ccc(CNC(=O)/C=C/C(=O)O)cc1OC
    -3, i, i, -7, i, -6, 2, -8, i, i, i
- Cc1ccc(SCCC(=O)Nc2ccccc2C(=O)NC(C)C)cc1
    -4, i, i, -9, i, 3, 3, -15, i, i, i
- CC(C)C1COC(c2cccn2Cc2ccccc2Cl)=N1 (centres undefined)
    0, i, i, -3, i, 2, 3, -4, i, i, i
- O=C(CSc1nnnn1-c1ccc(O)cc1)Nc1cccc(S(=O)(=O)N2CCCC2)c1
    5, i, i, 0, i, 25, 1, -18, i, i, i
- CCOc1ccc(/C=N/NC(=S)Nc2c(C)cccc2C)cc1
    -1, i, i, -2, i, -2, 1, -3, i, i, i
- COc1ccc(OC)c(NC(=O)C2CCCN(S(=O)(=O)c3c(C)noc3C)C2)c1 (centres undefined)
    -1, i, i, -2, i, -2, 0, 2, i, i, i
- Cc1cc(NC(=O)c2ccccc2)ccc1NC(=O)c1ccccc1Cl
    0, i, i, 10, i, -2, 0, 3, i, i, i
- COc1ccc(C(=O)C2CCCN(Cc3cccn3-c3ccccn3)C2)c(OC)c1 (centres undefined)
    0, i, i, 9, i, -2, -4, -10, i, 6*, i
- COc1ccc(C(C(=O)NC2CCCC2)N(CCCO)C(=O)c2snc(C(N)=O)c2N)cc1 (centres undefined)
    -2, i, i, 8, i, 2, 0, -7, i, i, i
- O=S(c1ccsc1)c1ccsc1
    -10, i, i, 1, i, 12, 0, -1, i, i, i
- CCN(CC)C(=O)COC(=O)C1=NN(c2cc(C)ccc2C)C(=O)CC1
    1, i, i, 0, i, 2, nt, -8, i, i, i
- Nc1c(C(=O)Nc2ccccc2)nnn1-c1ccc2c(c1)OCCO2
    -1, i, i, -1, i, 4, -1, -5, i, i, i
- O=C(CSc1ccc(Cl)cc1)NNC(=O)c1cccnc1
    0, i, i, 9, i, nt, 2, -1, i, i, i

# Carrying on.
SMILES,GSK3 alpha inh,KCNK9 block,PolyA inhibitor,HDAC3 inhib,KCNK3 inh,Dyrk1A ADPGlo,GSK3beta inhib,hERG rescue,KCNQ1 act,KCNQ1 block,RGS4 act
CCOC(=O)c1ccc2nc(NC(=O)C(C)C)sc2c1,-1,i,i,7,i,36,0,-8,i,i,i
COc1ccccc1/C=N\Nc1ccccc1[N+](=O)[O-],-1,i,i,1,i,2,1,-4,i,i,i
Cc1ccc(NC(=O)C(=O)NNC(=O)c2cccs2)cc1,-1,i,i,0,i,0,5,20*,40*,i,i
CC(C)c1ccccc1NC(=O)C1CC(=O)N(C2CCCC2)C1 (centres undefined),0,i,i,-9,i,-1,0,-8,i,i,i

# An excerpt; rates above refer to the full screens.
